# CCT chaperon mod = High-Throughput Screening for Modulators of Cytosolic Chaperonin Activity. purified chaperonin ATPase assay, HTRF ADP detection, 30 min. activity change, % (concentration not given with the values), hits read low. 360,000 compounds, 0.3% hits. AID 651819, 2012; in the data active = activity change below about -30%; also: % is scaled to controls: 0 for no effect and ±100 for the full control effect
#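 ATPase activity: ADP formed was measured by HTRF Transcreener (665/615 nm ratio) after 30 min at 37 deg C with 10 uM ATP. Compounds screened at one 76 uM concentration against 40 or 20 nM TRiC in Tris pH 7.4/KCl/MgCl2/DTT buffer.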
# Nrf2 block = Nrf2 qHTS screen for inhibitors; A549 ARE-Fluc reporter, luciferase luminescence, 18-24 h; Potency, µM (doses to about 46 µM), without a hit: at the top dose activity change, negative = inhibition, most hits filed as inhibitors; 360,000 compounds, 2.1% hits; AID 504444, 2011; also: potency is read from the fitted curve at half-maximal effect; % is scaled to controls: 0 for no effect and ±100 for the full control effect; nearly all actives have a fitted effect of over 60% in size
#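 Cells were seeded and rested 2 h, then exposed to compounds for 18-24 h. CellTiter-Fluor was read first as a viability measure. BugLite was added 15 min before the final luminescent read of ARE-luciferase activity in A549 cells.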
# MmCpn inh = Inhibitors of TCP-1 ring complex (TRiC) of Methanococcus maripaludis (MmCpn): qHTS; Chaperonin Mm-Cpn (Methanococcus maripaludis); purified Mm-Cpn ATPase, ADP Transcreener TR-FRET; Potency, µM (doses to about 76.9 µM), without a hit: top-dose activity, negative = inhibition, most hits filed as inhibitors; 330,000 compounds, 0.031% hits; also: potency is read from the fitted curve at half-maximal effect; % is scaled to controls: 0 for no effect and ±100 for the full control effect; nearly all actives have a fitted effect of over 80% in size
#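 Inhibition of chaperonin ATP hydrolysis is measured as reduced ADP production, detected by competitive TR-FRET in which signal falls with ADP. Final enzyme 25 nM and ATP 10 uM, reacted 30 min at 37°C.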
# Akt phos inh = HTS Assay for Inhibitors of Akt Phophorylation: Primary Screen. 360,000 compounds, 0.32% hits. Neuro2A IGF-stimulated pAkt S473 HTRF, 20 min; stronger effect = lower value. activity change, % for hits at 50 µM. AID 651550, 2012; in the data active = activity change below about -80%; inconclusive = mostly about -51% to -80%; also: % is scaled to controls: 0 for no effect and ±100 for the full control effect
#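 Neuro2A cells in DMEM with 0.5% FBS, overnight at 37 deg C, given compound at single 50 µM final, then IGF (6 nM final) for 20 min at 37 deg C. Lysed; phospho-Akt Ser473 by HTRF after 24 h, 665/615 ratio.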
# HepG2 viability = qHTS for Inhibitors of TGF-b: Cytotox Counterscreen; HepG2 CAGA-GFP viability, ATP luminescence, 18 h; Potency, µM (top dose mostly 46.1 µM), for inactives: at the top dose activity change, negative = cytotoxicity, usual class: cytotoxic; 410,000 compounds, 0.76% hits; AID 588856, 2011; also: potency is read from the fitted curve at half-maximal effect; some results filed as inactive show a strong effect at the top dose
#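 HepG2 CAGA-GFP cells (1000/well, DMEM with 1% FBS) received compound, then TGF-beta at 500 pg/mL final, and were incubated 18 hours at 37 degrees C. Viability was read by CellTiter-Glo luminescence. Media-only wells were set as complete cell-killing and DMSO as no toxicity.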
# Nrf2 activator = qHTS of Nrf2 Activators; Potency, µM (doses to about 46.1 µM), for inactives: at the highest dose activation, hits mostly activators; 410,000 compounds, 0.31% hits; AREc32 ARE-luciferase reporter (MCF7-derived line), luminescence, 24 h; AID 624171, 2012; also: potency is read from the fitted curve at half-maximal effect; % of control where 0% means no effect; nearly all actives have a fitted effect of over 65% in size
#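 AREc32 cells carrying an ARE-driven firefly luciferase reporter were seeded at 1000 cells/well in OPTI-MEM with 5% FBS, then exposed to compound for 24 hr at 37 deg C. Luminescence was read with Steady-Glo after 30 min at RT.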
# S2 tox = Viability Counterscreen for Primary qHTS for Inhibitors of ATXN expression; 400,000 compounds, 0.49% hits; Potency, µM (doses to about 56.7 µM), hits mostly cytotoxic; S2 cells (HEK-293 line with an ATXN2-luciferase reporter) viability, CellTiter-Fluor protease fluorescence, 24 h; also: potency is read from the fitted curve at half-maximal effect; nearly all actives have a fitted effect of over 40% in size
# TGFb SMAD3 inh = qHTS for Inhibitors of TGF-b; HepG2 CAGA-GFP TGF-b/SMAD3 reporter, GFP fluorescence, 18 h; TGF-beta stimulated, 500 pg/mL final; Potency, µM (series often up to 46.1 µM), without a hit: at the highest dose activity, negative = inhibition, usual class: inhibitors; 410,000 compounds, 1.2% hits; also: potency is read from the fitted curve at half-maximal effect; % is scaled to controls: 0 for no effect and ±100 for the full control effect; nearly all actives have a fitted effect of over 65% in size
#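 Using HEPG2 CAGA-GFP reporter cells at 1000 cells/well, we pinned test compounds, stimulated with recombinant TGF-beta (500 pg/mL final) and measured total well GFP after 18 h.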
# A549 viability = Nrf2 qHTS screen for inhibitors: counterscreen for cytotoxicity; Potency, µM (series often up to 46 µM), for the others: at the highest dose activity change, negative = cytotoxicity, most hits filed as inhibitors; 390,000 compounds, 0.16% hits; A549 ARE-Fluc cells, CellTiter-Fluor viability, 18-24 h; also: potency is read from the fitted curve at half-maximal effect; % is scaled to controls: 0 for no effect and ±100 for the full control effect
#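 A549 ARE_Fluc cells in 5% FBS OPTI-MEM were exposed to compounds in concentration-response for 18-24 h at 37 deg C. Viability was read by CellTiter-Fluor fluorescence (Ex 405/Em 525) after 30 min, before the luciferase read.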
# Numbers without * were called inactive; i = inactive; ? = inconclusive; . = not tested or not shown; [ ] = another dose, or the depositor's remark. Unless noted, calls follow the shape of the dose curve; as a rule, active = well fitted curve in the direction sought with a large enough effect; inconclusive = small, poorly fitted or top-dose-only effect, or another doubt; inactive = no such curve, though single readings can be large; an effect the other way counts as inactive or inconclusive.
# Every second line gives: CCT chaperon mod	Nrf2 block	MmCpn inh	Akt phos inh	HepG2 viability	Nrf2 activator	S2 tox	TGFb SMAD3 inh	A549 viability
O=C(NCc1ccncc1)C1CCN(S(=O)(=O)c2ccc(F)cc2)CC1
 : -0.9	1%	3%	i	-5%	-0.4%	i	-6%	-1%
O=C(COC(=O)c1cccs1)Nc1ccc(F)c(F)c1
 : 1.5	22%	-1%	i	-3%	-0.4%	i	23%	0%
COc1ccc(CN(CC2CCC(C(=O)O)CC2)C(=S)Nc2ccc(C)c(Cl)c2)cc1 (stereo not drawn)
 : -0.5	?	1%	i	6%	-0.2%	i	?	-7%
COC(=O)[C@]1(Cc2ccccc2)N[C@H](CN(C)C(=O)NC(C)C)[C@@H]2C(=O)N(Cc3ccccc3)C(=O)[C@@H]21
 : -1.8	20%	1%	i	-12%	-0.2%	i	0%	0%
COc1ccc(NC(=O)c2cc3nc(-c4ccccc4)cc(-c4ccccc4)n3n2)c(OC)c1
 : -2.1	3%	0%	i	2%	-0.6%	i	1%	-6%
CCn1cc(C(=O)NC(C)C23CC4CC(CC(C4)C2)C3)cn1 (stereo not drawn)
 : -2.4	4%	-1%	i	-1%	-0.3%	i	8%	2%
Cc1ccc2c(c1)N(C(=O)N1CCC(C(=O)NCCc3ccccc3)CC1)CC(C)O2 (stereo not drawn)
 : .	-13%	.	.	-33%	3.1%	.	?	1%
O=C(CSc1nc2ccccc2c(=O)n1CCCN1CCOCC1)NC12CC3CC(CC(C3)C1)C2
 : 0.8	-3%	-1%	i	-38%	-0.5%	?	?	-8%
COc1ccc(S(=O)(=O)NC2CC2)cc1Br
 : 1.1	2%	3%	i	-1%	-0.2%	i	11%	0%
CCCNC(=O)C1(C)CCN(CCS(=O)(=O)c2ccc(C)cc2)C1 (stereo not drawn)
 : 1.3	.	.	i	-4%	23%	i	13%	.
O=C(Cn1nnc(-c2cc(Cl)ccc2-n2cnnn2)n1)N1CCCc2ccccc21
 : -0.8	-14%	0%	i	-12%	-0.4%	i	-24%	0%
CC(N)c1ccc(Cl)cc1Cl (stereo not drawn)
 : -3.1	4%	2%	i	7%	0.0%	i	4%	-2%
CCCn1ncc(OC)c(Cl)c1=O
 : -1.9	.	1%	i	4%	-0.7%	i	-15%	-1%
Nc1c2c(nc3ccc(Br)cc13)N(Cc1ccccc1)CC2
 : 0.0	?	-14%	i	-44%	11%	?	?	-9%
CCN(C(=O)CSc1nnc(Nc2cccc(C)c2C)s1)C1CCS(=O)(=O)C1 (stereo not drawn)
 : -2.6	6%	1%	i	4%	0.1%	i	37%[activator]	14%
CN(C)C(=O)c1nc2ccc(Cl)cn2c1CN1CCCC(OCc2ccccc2)C1 (stereo not drawn)
 : -2.8	?	0%	i	5%	-0.1%	?	9%	-4%
Cc1ccc(N=Cc2cc(Cc3ccccc3Cl)cc([N+](=O)[O-])c2O)c(O)c1
 : -2.4	-15%	-1%	i	-25%	20%	?	?	-6%
O=C(OCc1nnc(-c2ccccc2)o1)c1ccc(-n2cnnn2)cc1
 : 0.5	10%	0%	i	-13%	1.9%	i	-9%	3%
COc1cccc(CNc2nnnn2C)c1OC
 : 0.8	19%	1%	i	5%	-0.7%	i	0%	1%
Cc1cccc(C(=O)Nc2cccc(NC(=O)c3ccccc3)c2)c1
 : 0.3	?	0%	i	-6%	3.4%	i	-20%	?
Cc1ccc(-c2cn3c(n2)sc2cc(C(=O)NCCCc4ccccc4)ccc23)cc1
 : .	14%	.	.	-13%	6.6%	.	19%	-11%
Cc1ccc(NC(=O)/C(C#N)=C/c2cc(C)n(-c3ccc(N4CCOCC4)c([N+](=O)[O-])c3)c2C)c(C)c1
 : -18	?	-2%	i	-16%	-0.5%	i	-11%	-15%
COc1ccc(N2C(=O)CC(C3CCCO3)C2=O)cc1 (stereo not drawn)
 : -7.1	9%	1%	i	-33%	1.0%	i	-19%	-6%
Cc1cccc(NCc2nc(SCC(=O)Nc3ccccc3)n[nH]2)c1
 : -4.1	-3%	0%	i	-1%	-0.1%	i	20%	23%
Cc1cccc(-n2ccnc2SCC(=O)Nc2cccc(S(=O)(=O)NC3=NCCC3)c2)c1C
 : 0.0	-22%	-1%	i	-11%	-0.6%	i	?	0%
CCOC(=O)N1C=CC(C)=C[C@@H]2[C@@H](N3C(=O)c4ccccc4C3=O)C(=O)N21
 : -5.0	-9%	1%	i	10%	-0.4%	?	-1%	-1%
Cc1cccc(NC(=O)C2CCN(c3nc(C)cc(C)n3)CC2)c1
 : -0.9	-10%	0%	i	-17%	-0.3%	i	-12%	-2%
O=C1NC(=S)N/C1=C\c1cccnc1
 : -1.5	?	1%	i	-15%	-0.1%	i	?	-3%
Cc1c(Cl)cccc1NC(=O)CN1CCN(CCN=CC2=C(O)CC(c3ccccc3)CC2=O)CC1 (stereo not drawn)
 : -2.7	?	0%	i	2%	0.2%	.	-21%	0%
Cc1nnc(SCC(=O)NC2CCCCC2)n1N
 : 1.8	2%	-5%	i	-6%	0.3%	i	2%	2%

# A second format for three compounds above:
canonical_smiles	CCT chaperon mod	Nrf2 block	MmCpn inh	Akt phos inh	HepG2 viability	Nrf2 activator	S2 tox	TGFb SMAD3 inh	A549 viability
Cc1cccc(NCc2nc(SCC(=O)Nc3ccccc3)n[nH]2)c1	-4.1	-3%	0%	i	-1%	-0.1%	i	20%	23%
Cc1cccc(NC(=O)C2CCN(c3nc(C)cc(C)n3)CC2)c1	-0.9	-10%	0%	i	-17%	-0.3%	i	-12%	-2%
Cc1nnc(SCC(=O)NC2CCCCC2)n1N	1.8	2%	-5%	i	-6%	0.3%	i	2%	2%

# (list continues)
# Every second line gives: CCT chaperon mod	Nrf2 block	MmCpn inh	Akt phos inh	HepG2 viability	Nrf2 activator	S2 tox	TGFb SMAD3 inh	A549 viability
O=C(NNc1c(Cl)cccc1Cl)c1ccno1
 : -1.4	1%	1%	i	-7%	-0.5%	i	-12%	0%
Cc1ccc(C(=O)Nc2ccc3nc(N4CCCCC4)cc(C)c3c2)cc1F
 : .	.	.	.	2%	2.7%	i	1%	3%
COc1ccc(S(=O)(=O)N2CCCCC2)cc1C(=O)N1CCCC1
 : -0.4	3%	1%	i	1%	-0.1%	?	-12%	-4%
O=C(CSc1nc2c(c(=O)n1-c1ccccc1)SCC2)N1CCOCC1
 : 0.4	-4%	1%	i	-3%	0.2%	i	-1%	-1%
O=C(COC(=O)c1ccc(O)cc1O)NC(=O)c1ccccc1
 : -1.1	-27%	.	i	3%	0.0%	i	-13%	-20%
Nc1cc[n+](CC(=O)c2ccc3c(c2)OCCO3)cc1
 : -1.2	2.1µM*	0%	i	-17%	-0.9%	?	-28%	?
N#CCCN(Cc1cccnc1)S(=O)(=O)c1ccc2ccccc2c1
 : -2.8	-11%	2%	i	10µM*	0.3%	?	-3%	-4%
COc1ccc(NC(=O)c2cc3c(=O)n4ccccc4nc3n2C)c(OC)c1
 : -1.9	-15%	-3%	i	-3%	-0.3%	?	4%	2%
NC(=O)c1ccccc1NC(=O)Nc1ccc(F)c(Cl)c1
 : 1.4	-9%	-1%	i	18%	3.6%	?	2%	-10%
Cc1ccc(CSc2nnc(C)c(=O)n2N)cc1
 : -0.5	2%	1%	i	4%	0.0%	?	12%	8%

# The list goes on, overlapping the part above by two compounds.
# Every second line gives: CCT chaperon mod	Nrf2 block	MmCpn inh	Akt phos inh	HepG2 viability	Nrf2 activator	S2 tox	TGFb SMAD3 inh	A549 viability
NC(=O)c1ccccc1NC(=O)Nc1ccc(F)c(Cl)c1
 : 1.4	-9%	-1%	i	18%	3.6%	?	2%	-10%
Cc1ccc(CSc2nnc(C)c(=O)n2N)cc1
 : -0.5	2%	1%	i	4%	0.0%	?	12%	8%
CC(=O)c1ccc(N2CCN(C(=O)c3cc(-c4ccc5c(c4)OCO5)nc4ccccc34)CC2)cc1
 : -3.1	.	?	i	1%	4.0%	i	1%	-7%
CN(Cc1c(F)cccc1Cl)C(=O)c1ccc2ccccc2n1
 : 2.5	5%	1%	i	-8%	0.8%	i	-5%	1%
N#CCCn1cc(CNCc2cccnc2)c(-c2ccccc2)n1
 : .	23%	.	.	40%	.	.	36%	8%
CC1(C(=O)NCc2ccccc2Br)CCN1Cc1csc2ccccc12 (stereo not drawn)
 : -2.8	.	.	i	-34%	3.1%	i	?	.
CCCCOC(=O)Cc1c(O)c2ccccc2[nH]c1=O
 : -2.5	-1%	0%	i	-3%	-0.4%	i	-3%	-5%
O=C(c1ccc(C(F)(F)F)cc1)N(CCCn1ccnc1)C(c1ccccn1)c1nc2ccccc2[nH]1 (stereo not drawn)
 : -1.5	.	.	i	-8%	6.5%	?	-3%	.
CCOC(=O)c1c(NC(=O)C2Cc3ccccc3C(=O)O2)sc2c1CCCC2 (stereo not drawn)
 : -1.7	4%	.	i	-19%	3.6%	i	-2%	0%
O=C(Cn1c(=O)n(Cc2cccs2)c(=O)c2cccnc21)Nc1ccc(F)cc1
 : .	7%	.	.	-2%	-0.4%	i	10%	1%
COc1ccc(OC)c(NC(=O)CS(=O)(=O)c2ccccc2)c1
 : 3.7	.	2%	.	10%	-0.9%	i	-22%	-2%

# An unsorted share of the library. About 4.4% of those tested had a hit in this group.
